# Screening data (PubChem BioAssay)
# Pf apPOL inh = Pf-apPOL DNA polymerase inhibition; Recombinant Pf-apPOL, molecular beacon fluorescence, 1.5 h; inhibition, % at 10 µM; 210,000 compounds, 0.25% hits
# mHTT CaM bind = inhibitors of human mutant huntingtin-calmodulin interaction; P42858; AlphaScreen His-mHTT/GST-CaM binding, luminescence; inhibition, % at 15 µM; 190,000 compounds, 3.6% hits;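 also: 0% = both proteins with DMSO and 100% = one protein alone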
# Target sequence (P42858 whole entry, looked up, stated change not applied): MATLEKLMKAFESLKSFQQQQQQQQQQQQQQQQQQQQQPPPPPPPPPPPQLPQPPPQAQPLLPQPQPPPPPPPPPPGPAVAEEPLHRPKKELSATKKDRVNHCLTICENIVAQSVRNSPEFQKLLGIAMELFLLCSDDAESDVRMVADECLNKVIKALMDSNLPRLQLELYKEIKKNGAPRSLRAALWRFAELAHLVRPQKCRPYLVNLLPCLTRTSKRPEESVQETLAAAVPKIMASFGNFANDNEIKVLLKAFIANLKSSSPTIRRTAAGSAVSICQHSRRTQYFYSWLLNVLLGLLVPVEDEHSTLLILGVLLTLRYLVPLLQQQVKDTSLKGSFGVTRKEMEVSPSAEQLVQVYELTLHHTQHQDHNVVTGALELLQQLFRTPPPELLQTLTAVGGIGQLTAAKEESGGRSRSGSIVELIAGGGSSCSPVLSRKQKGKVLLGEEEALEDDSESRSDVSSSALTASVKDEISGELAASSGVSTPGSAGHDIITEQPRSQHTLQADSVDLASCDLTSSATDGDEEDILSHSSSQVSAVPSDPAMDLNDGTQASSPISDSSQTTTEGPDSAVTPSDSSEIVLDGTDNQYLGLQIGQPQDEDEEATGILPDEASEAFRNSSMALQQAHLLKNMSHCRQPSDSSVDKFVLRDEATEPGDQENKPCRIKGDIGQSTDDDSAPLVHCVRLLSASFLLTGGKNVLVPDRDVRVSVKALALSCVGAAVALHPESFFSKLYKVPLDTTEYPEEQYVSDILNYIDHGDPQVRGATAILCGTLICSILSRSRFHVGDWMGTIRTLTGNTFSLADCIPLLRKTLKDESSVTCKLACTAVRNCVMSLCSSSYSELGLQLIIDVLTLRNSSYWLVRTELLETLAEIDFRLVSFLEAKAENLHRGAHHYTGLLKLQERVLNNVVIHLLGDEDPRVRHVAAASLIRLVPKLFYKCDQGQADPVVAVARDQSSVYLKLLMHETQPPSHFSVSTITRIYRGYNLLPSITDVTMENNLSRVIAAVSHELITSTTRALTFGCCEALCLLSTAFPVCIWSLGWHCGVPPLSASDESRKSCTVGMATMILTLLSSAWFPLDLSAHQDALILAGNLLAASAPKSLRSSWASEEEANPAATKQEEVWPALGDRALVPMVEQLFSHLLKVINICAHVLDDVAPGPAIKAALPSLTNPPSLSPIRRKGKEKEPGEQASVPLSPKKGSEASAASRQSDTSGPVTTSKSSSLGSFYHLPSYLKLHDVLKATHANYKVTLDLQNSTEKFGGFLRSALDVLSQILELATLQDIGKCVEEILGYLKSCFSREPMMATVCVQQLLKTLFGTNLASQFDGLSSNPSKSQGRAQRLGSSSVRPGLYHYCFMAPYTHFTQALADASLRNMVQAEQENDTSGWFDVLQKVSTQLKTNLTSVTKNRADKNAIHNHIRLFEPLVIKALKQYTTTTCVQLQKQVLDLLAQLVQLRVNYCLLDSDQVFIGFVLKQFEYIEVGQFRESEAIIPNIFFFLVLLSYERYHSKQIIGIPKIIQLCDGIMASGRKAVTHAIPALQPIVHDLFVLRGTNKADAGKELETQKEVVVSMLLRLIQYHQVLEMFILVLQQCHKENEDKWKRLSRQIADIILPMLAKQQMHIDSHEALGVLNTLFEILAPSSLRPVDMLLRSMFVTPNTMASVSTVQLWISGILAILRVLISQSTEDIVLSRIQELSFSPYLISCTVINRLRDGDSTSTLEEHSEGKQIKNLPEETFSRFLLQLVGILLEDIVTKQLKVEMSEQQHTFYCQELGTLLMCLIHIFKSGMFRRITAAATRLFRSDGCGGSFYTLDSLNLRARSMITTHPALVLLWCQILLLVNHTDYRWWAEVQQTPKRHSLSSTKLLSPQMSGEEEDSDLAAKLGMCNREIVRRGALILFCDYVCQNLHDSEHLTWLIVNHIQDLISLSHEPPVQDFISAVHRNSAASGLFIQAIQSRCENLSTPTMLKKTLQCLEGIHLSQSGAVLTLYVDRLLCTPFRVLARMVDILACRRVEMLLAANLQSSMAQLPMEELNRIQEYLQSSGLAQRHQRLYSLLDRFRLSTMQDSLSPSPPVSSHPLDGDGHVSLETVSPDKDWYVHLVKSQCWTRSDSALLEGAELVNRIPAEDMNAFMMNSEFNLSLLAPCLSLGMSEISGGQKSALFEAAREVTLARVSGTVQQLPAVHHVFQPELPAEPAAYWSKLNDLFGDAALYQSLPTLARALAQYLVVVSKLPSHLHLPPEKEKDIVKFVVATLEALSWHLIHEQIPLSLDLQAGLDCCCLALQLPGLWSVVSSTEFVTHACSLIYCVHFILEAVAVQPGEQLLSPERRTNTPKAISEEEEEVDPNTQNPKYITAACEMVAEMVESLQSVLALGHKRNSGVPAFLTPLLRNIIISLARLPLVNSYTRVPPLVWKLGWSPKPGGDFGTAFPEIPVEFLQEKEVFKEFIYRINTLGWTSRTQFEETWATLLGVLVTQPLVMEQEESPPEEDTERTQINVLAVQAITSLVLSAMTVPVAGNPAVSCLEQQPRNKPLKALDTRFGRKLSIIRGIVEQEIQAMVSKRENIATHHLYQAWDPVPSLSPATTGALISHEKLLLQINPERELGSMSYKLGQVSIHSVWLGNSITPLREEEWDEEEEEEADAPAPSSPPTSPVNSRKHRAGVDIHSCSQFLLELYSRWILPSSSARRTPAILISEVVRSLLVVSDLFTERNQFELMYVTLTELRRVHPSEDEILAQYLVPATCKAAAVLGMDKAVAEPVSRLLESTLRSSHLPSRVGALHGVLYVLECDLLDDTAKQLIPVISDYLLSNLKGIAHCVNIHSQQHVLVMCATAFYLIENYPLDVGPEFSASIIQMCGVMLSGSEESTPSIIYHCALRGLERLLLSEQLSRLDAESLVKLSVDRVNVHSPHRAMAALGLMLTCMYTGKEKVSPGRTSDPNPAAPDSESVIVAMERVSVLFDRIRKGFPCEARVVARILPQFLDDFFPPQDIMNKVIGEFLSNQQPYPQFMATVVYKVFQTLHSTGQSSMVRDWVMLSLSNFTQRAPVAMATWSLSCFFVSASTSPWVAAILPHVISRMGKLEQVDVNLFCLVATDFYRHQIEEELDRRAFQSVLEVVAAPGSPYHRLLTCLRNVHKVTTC
# * = called active by the depositor; i = inactive; nt = no result given; & = joins results of further samples. Rule as the data show it: active = inhibition above about 50%; inactive = the rest. An excerpt; rates above refer to the full screens.
SMILES,Pf apPOL inh,mHTT CaM bind
COc1cccc(/C=c2\sc3n(c2=O)CN(c2ccc(C)cc2)CN=3)c1,-12,-1
CCn1cc(-c2nc(C(=O)N3CCN(c4ccccc4)CC3)cs2)c2cccnc21,-2,100*
Nc1nc2n(n1)C(c1cccc(Br)c1)CC(c1ccccc1)N2 (configuration not stated),-2,-4
CCCc1cc(N2CCN(c3ccccc3)CC2)n2c(nc3ccccc32)c1C#N,-5,-2
Cc1ccc(-c2csc(-c3ccccc3)n2)cc1,-4&-7,nt
O=C(Cc1ccc([N+](=O)[O-])cc1)Nc1ccc2c(c1)C(=O)NC2=O,-1,-2
Cc1cc(OCC(=O)O/N=C(\N)c2cccnc2)ccc1Cl,3,i
O=C1CCCN1CC1CCCNC1 (configuration not stated),-6,-1
Cn1c(=O)c2c(nc(N3CCN(c4ccc([N+](=O)[O-])cc4)CC3)n2C)n(C)c1=O,-3,6
Nc1ncnc(Nc2ccc(I)cc2)n1,-30,nt
COc1ccccc1C1C(C#N)=C(SC)NC(=O)C1C#N (configuration not stated),1,-5
N#CSC(C#N)Cc1cccc([N+](=O)[O-])c1 (configuration not stated),0,46
Cc1cccc(OCC(O)Cn2c(C)nc3ccccc32)c1 (configuration not stated),4,9
CCCCCCC(=O)N1C/C=C\C(c2ccc(OC)cc2)N(Cc2ccc(F)cc2)C(=O)C1 (configuration not stated),-4,62*
CCCNc1cc(N2CCC(CCC(=O)N(C)CCC)CC2)ncn1,-4,9
CCNC(=O)Nc1ccc2c(c1)C(N(CC)CC)=Nc1ccccc1O2,-3,3
O=C(Cc1ccc(F)cc1)N1CCC2(CC1)NC(=O)N(Cc1cccc(Cl)c1)C2=O,-8,16
COc1cccc(-c2nnc(Sc3ccc(C(C)=O)cc3[N+](=O)[O-])n2-c2ccccc2)c1,5,30
O=C(N1CCN(c2ncccn2)CC1)C(F)(F)F,-9,-2
Cc1ccc(S(=O)(=O)N2Cc3ccccc3CC2C(=O)Nc2ccc(Cl)cc2)cc1 (configuration not stated),-5,3
S=C(NN=C1CCCC1)NC1CC2CCC1C2 (configuration not stated),-12&-16,nt
Cc1nn(C)cc1CN(C)C(=O)Cn1nc([N+](=O)[O-])c(Cl)c1C,-3,1
CCc1nc2c(NC(=O)NCCc3ccccc3)cccn2n1,1,-1
CC(=O)Nc1ccc(-c2noc(C3CCCN(C(=O)Cc4cccs4)C3)n2)cc1 (configuration not stated),0,9
COc1ccccc1NC(=O)c1cc(S(=O)(=O)NCc2ccc(F)cc2)ccc1F,-7,3

# Next results follow:
SMILES,Pf apPOL inh,mHTT CaM bind
Cc1sc2c(=O)n(C(C)C)cnc2c1C(=O)NCc1cccc(Cl)c1,1,-1
COc1ccc(-c2cc(C(=O)O)c3ccccc3n2)cc1,4,-6
O=c1[nH]c(=O)c2[nH]cnc2[nH]1,-4,-6
Cc1ccc(CCN2CC(C(=O)NCc3ccc(F)cc3)CC2=O)cc1 (configuration not stated),2,6
Cc1[nH]c(-c2ccccn2)nc(=S)c1Cl,-52,nt
COCCCn1cc(CN2CC(N3CCN(C)CC3)CS2(=O)=O)nn1 (configuration not stated),-5,-14
Cn1c(SCC(=O)c2ccc(Br)cc2)nc2ccccc2c1=O,2,-8
Cc1ccc2oc(-c3ccc(Cl)c(NC(=O)c4ccccc4Br)c3)nc2c1,-5,1
CC(C)(C)n1nc2c(c1NC(=O)c1ccc(Cl)cc1Cl)CS(=O)(=O)C2,-2,-3
O=C1c2ccc(Oc3ccc4c(c3)C(=O)N(c3ccccn3)C4=O)cc2C(=O)N1c1ccccn1,-7,3
Cc1cccc(C(=O)Nc2nccn(-c3ccc(F)c(Cl)c3)c2=O)c1,5,4
CCOc1c(N2CCN(c3c(OCC)c(=O)c3=O)CC2)c(=O)c1=O,-2,nt
ON=Cc1ccc(-c2cccs2)s1,2,nt
N#CCSc1nc(-c2cccs2)cc(-c2cccs2)c1C#N,-4,-6
COc1c(C(=O)NCc2ccccc2C)sc2cccc(F)c12,-2,-7
COc1cc(NS(=O)(=O)c2ccc(NC(=O)c3ccccc3F)cc2)ncn1,-9,2
O=C(O)c1ccc(-n2nnnc2SCC(=O)N2CCCCC2)cc1,-7,-2
COc1ccccc1CNC(=O)c1cn2cccc(C)c2n1,-5,4
Cc1ccc(-c2nnc(Cc3nc(C(C)(C)C)no3)o2)cc1C,-4,-14
O=C(CC1Sc2ccc(C(F)(F)F)cc2NC1=O)Nc1ccc2c(c1)OCO2 (configuration not stated),-4,13
Cc1ccc(C(=O)Nc2cccc(NC(=O)c3ccco3)c2)cc1,-7,2
COc1ccc(C(=O)Oc2cc(C)[nH]c(=O)c2[N+](=O)[O-])cc1,2,97*
CC(CCc1ccccc1)NC(=O)C1C2C=CC3(CN(Cc4ccccc4Cl)C(=O)C13)O2 (configuration not stated),0,5
O=[N+]([O-])c1ccc(N2CCOCC2)c(C2=NCCc3ccccc32)c1,9,5
COc1ccc(OC)c(CNC(=O)C2CCN(S(=O)(=O)N(CC(C)C)CC(C)C)CC2)c1,-9,13

# The list goes on:
SMILES,Pf apPOL inh,mHTT CaM bind
FC(F)Oc1ccccc1C1CC(c2ccc(Cl)cc2)Nc2ncnn21 (configuration not stated),-8,23
CC1(C(=O)NCCc2ccc(Cl)cc2)CC(=O)N=C2C=CC=CN21 (configuration not stated),-5,-8
CCN1CN(c2ccc(C)cc2)c2ncccc2S1(=O)=O,-5,-42
COc1ccc2c(c1)CC/C2=N\OC(=O)c1ccccc1C,-1,i
CCc1ccccc1NC(=O)N1CCCC(C)(C(=O)NCc2ccccc2C)C1 (configuration not stated),2,5
O=C1Nc2ccccc2N(O)N1c1ccc(Cl)cc1,0,3
Cn1cc(CCNC(=O)c2ccccc2C(F)(F)F)c2cccnc21,0,-10
COc1ccc(C(=O)Nc2ccc(Cl)cc2F)c(OC)c1,0,2
CCC(=O)NCc1csc(C2CCCN(C(=O)c3ccc(C(C)C)cc3)C2)n1 (configuration not stated),0,8
Cn1nc(-c2nc(-c3cccc(F)c3)no2)c2c1CCN(C(=O)c1ccco1)C2,-8,31
O=C(NC1CCCC1)c1cc2n(n1)C(C(F)(F)F)CC(c1ccccc1)N2 (configuration not stated),2,7
O=C(Nc1cc(C(F)(F)F)cc(C(F)(F)F)c1)c1csnn1,-12,nt
O=C(O)c1cccc2nccnc12,2,-10
C=CCn1c(SCC(=O)N2c3ccccc3Sc3ccccc32)nnc1-c1ccco1,-3,nt
O=C(c1ccc(=O)[nH]c1)N1CCN(S(=O)(=O)C2CC2)CC1,-2,-14
O=C(Nc1nnc(CS(=O)(=O)c2ccccc2)o1)c1ccc2ncsc2c1,-4,-9
O=C(NC1CC1)c1ccc(=O)[nH]c1,nt,0
CCc1c(C)nc2[nH]nc(-c3ccccc3C)n2c1=O,4,1
O=C1Nc2cc(Cl)c(Cl)cc2N(O)N1c1c(F)cccc1F,0,2
O=C1CCCN1C(=O)CCC(=O)N1CCCC1=O,nt,-9
CC(C(=O)N1CCN(Cc2ccccc2Cl)CC1)N1C(=O)c2ccccc2C1=O (configuration not stated),0,14
CC(C)c1ccc(NC(=O)c2cc3n(n2)CCCN(Cc2ccccc2)C3=O)cc1,-5,8
Cc1ccc(NS(=O)(=O)c2cc(C(=O)O)ccc2Br)cc1,-2,-7
CCN(CC)C(=O)c1cc2cc3ccc(OC)cc3nc2o1,-5,4
Cn1c(=O)[nH]c(=O)c2c1nc1oc(-c3ccccc3)cn12,-1,2

# An excerpt of these results, with bars between the fields:
SMILES | Pf apPOL inh | mHTT CaM bind
FC(F)Oc1ccccc1C1CC(c2ccc(Cl)cc2)Nc2ncnn21 (configuration not stated) | -8 | 23
CC1(C(=O)NCCc2ccc(Cl)cc2)CC(=O)N=C2C=CC=CN21 (configuration not stated) | -5 | -8
CCN1CN(c2ccc(C)cc2)c2ncccc2S1(=O)=O | -5 | -42
COc1ccc2c(c1)CC/C2=N\OC(=O)c1ccccc1C | -1 | i
CCc1ccccc1NC(=O)N1CCCC(C)(C(=O)NCc2ccccc2C)C1 (configuration not stated) | 2 | 5
O=C1Nc2ccccc2N(O)N1c1ccc(Cl)cc1 | 0 | 3
Cn1cc(CCNC(=O)c2ccccc2C(F)(F)F)c2cccnc21 | 0 | -10
COc1ccc(C(=O)Nc2ccc(Cl)cc2F)c(OC)c1 | 0 | 2
CCC(=O)NCc1csc(C2CCCN(C(=O)c3ccc(C(C)C)cc3)C2)n1 (configuration not stated) | 0 | 8
Cn1nc(-c2nc(-c3cccc(F)c3)no2)c2c1CCN(C(=O)c1ccco1)C2 | -8 | 31
O=C(NC1CCCC1)c1cc2n(n1)C(C(F)(F)F)CC(c1ccccc1)N2 (configuration not stated) | 2 | 7
O=C(Nc1cc(C(F)(F)F)cc(C(F)(F)F)c1)c1csnn1 | -12 | nt
O=C(O)c1cccc2nccnc12 | 2 | -10
C=CCn1c(SCC(=O)N2c3ccccc3Sc3ccccc32)nnc1-c1ccco1 | -3 | nt
O=C(c1ccc(=O)[nH]c1)N1CCN(S(=O)(=O)C2CC2)CC1 | -2 | -14

# The list goes on:
SMILES,Pf apPOL inh,mHTT CaM bind
COc1ccc(N2C[C@H](Cc3ccccc3)[C@@H](CC(=O)Nc3ccccc3)C2=O)cc1,0,74*
Cn1cc(C(=O)Nc2ccc3c(c2)CCC3)c2ccccc2c1=O,2,50*
O=C(NCc1ccccc1F)C1CCN(c2cc(N3CCOCC3)ncn2)CC1,-3,-4
O=[N+]([O-])CC(c1c[nH]c2ccccc12)S(=O)(=O)O (configuration not stated),-11&5,7&1
CC(C)C(C(=O)Nc1cccc(C(F)(F)F)c1)N1C(=O)c2ccccc2C1=O (configuration not stated),-1,0
CSC(N)=NC(=S)Nc1cccc(Cl)c1,8,nt
COc1ccc(/C=C2\SC(=O)N(CC(=O)Nc3cccc(O)c3)C2=O)cc1OC,-2,23
O=C(O)CN1CCN(c2ccc(Cl)cc2)CC1,-10,-3
COC(OC)(C(C#N)c1ccccc1)C(F)(F)F (configuration not stated),-4,nt
CCc1cc(C2CCCN2C(=O)Nc2ccc(F)cc2F)on1 (configuration not stated),-2,-4
COC(=O)c1cc([N+](=O)[O-])ccc1-n1cccc1,-4,nt
CCOc1cccc2cc(-c3nnc(Nc4ccc(F)cc4)s3)c(=O)oc12,-3,2
CN(C)Cc1ccccc1C(O)(c1ccccc1)c1ccccc1,-6,-8
CCCSc1nnc(NC(=O)Nc2ccc(Cl)cc2Cl)s1,-2,2
Cc1ccc(/C=C2\N=C(c3ccccc3F)OC2=O)cc1,-4,16
O=C1NC(=Nc2ccccc2Cl)S/C1=C/c1cc2c(cc1Cl)OCO2,4,50
CCN(CC)CCNC(=O)CN1C(=O)/C(=C/c2ccc(Cl)cc2)Sc2ccccc21,4,59*
COc1ccc(C(=O)Nc2cccc([N+](=O)[O-])c2)cc1I,-4,-2
O=C(NCc1cccs1)c1ccc([N+](=O)[O-])cc1Cl,4,-3
O=C(Nc1ccccc1[N+](=O)[O-])NC1(C(F)(F)F)Oc2ccc(Cl)cc2O1 (configuration not stated),-5,20
COc1cccc(CN2CCCC(C(=O)N3CCCCCC3)C2)c1OC (configuration not stated),-6,0
Cc1cccc(C)c1NC(=O)Cn1nnnc1N,-3,-2
CCCC(O)=C1C(=O)CC(C)(C)CC1=Nc1ccc(OC)cc1,-4,-9
CCc1c(O)nc(SCC(=O)Nc2c(C)cccc2C)n(-c2ccc(F)cc2)c1=O,-4,2
CCCCN1C(=O)C(C)(C(=O)NCCOC)Oc2cccnc21 (configuration not stated),-4,0

# Following part
SMILES,Pf apPOL inh,mHTT CaM bind
COc1ccc(-c2cc3ccccn3c2)c(OC)c1,-3&-4,75*
O=C(CCC1CCCN(C(=O)Nc2cccc(F)c2)C1)NC1CCCCCC1 (configuration not stated),-2,6
COc1ccc(NC(=O)c2cnn3c2NC(c2ccco2)CC3C(F)(F)F)cc1OC (configuration not stated),1,23
COc1ccccc1CNC(=O)CCC1N=C2c3ccccc3N=C(SCC#N)N2C1=O (configuration not stated),-6,5
O=C(NCc1ccc(F)cc1)C1(S(=O)(=O)c2ccc(Cl)cc2)CC1,-1,2
Cc1ccc(N=Cc2c(Nc3cccc(Cl)c3)nc3c(C)cccn3c2=O)cc1,5,-5
COc1ccc(C2C=C(C(=O)O)Nc3ncnn32)cc1 (configuration not stated),-4,7
CCN(C)C(=O)c1cc(N2CCN(c3ccc(OC)cc3)CC2)nc2ccccc12,1,8
O=C(O)CCCN1C(=O)C(=CC=Cc2ccccc2)SC1=S,-75,25
COc1ccccc1C=C1N=C(C(C)(C)C)OC1=O,-8,-6
O=C(c1ccc([N+](=O)[O-])cc1)N1CCN(c2ncccc2C(F)(F)F)CC1,1,nt
O=C(NCc1ccc(C(F)(F)F)cc1)C1CCCN(c2nccc3sccc23)C1 (configuration not stated),-1,10
COc1ccc(NC(=O)N2CCc3nc(-c4ccc(F)cc4)ncc3C2)cc1OC,2,14
O=C(Nc1nccs1)c1cc(-c2ccc3c(c2)OCO3)nc2ccccc12,1,-12
O=C(C1CCN(c2nnc(-c3ccccc3)o2)CC1)N1CCN(c2ccccn2)CC1,-1,-3
COc1cccc(-n2c(=O)c3sccc3n(CC(=O)Nc3ccccc3OC)c2=O)c1,-6,-5
O=C(c1ccccc1C(F)(F)F)N1CCN=C1SCc1cccnc1,2,-18
Cc1ccc(CNC(=O)Nc2nnc3ccccn23)cc1,5,5
Cn1ccnc1SC(=CC=C(C#N)C#N)c1ccc(Cl)cc1,-8,nt
O=C(NC(c1ccccc1)C(Cl)Cl)c1ccccc1 (configuration not stated),1,-10
CC1OC(Nc2cccc([N+](=O)[O-])c2)C(O)C(O)C1O (configuration not stated),0,4
Cc1cc(Cl)ccc1NC(=O)C(N)=O,-1,5
O=C(Cn1cnc2c(-c3ccc(F)cc3)csc2c1=O)N1CCCCC1,-4,-20
Cc1c(C(=O)N2CCN(C)CC2)c(C2CC2)nn1-c1ccc(Cl)c(Cl)c1,-3,56*
Cc1ccc(NC(=O)C2CCN(c3c(C#N)cnc4ccccc34)CC2)cc1,0,2
CCC(CO)NCC(O)Cn1c2c(c3cc(C)ccc31)CCCC2 (configuration not stated),-8,54*
CCn1ccc2sc(C)c(C(=O)N3CCCC(C)C3)c2c1=O (configuration not stated),-1,-3
COc1cccc(CNC(=O)CCn2c(=O)[nH]c3ccsc3c2=O)c1,-2,4
Cc1cccc(NC(=O)N2CCC(c3cc(N)on3)CC2)c1C,-4,-9
